# Source: PubChem BioAssay (National Center for Advancing Translational Sciences (NCATS))
# PI4K2A block – PI4K2A (human) kinase inhibition; Q9BTU6; purified PI4K2A, ADP-Glo luminescence, 1 h; stronger effect = lower value; activity change, negative = inhibition, % at 76.9 µM; 420,000 tested, 0.13% active; in the data active means activity change below about -50%; inconclusive means mostly about -30% to -49%;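 further: -100% = wells without enzyme as full effect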
#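 In this quantitative HTS, ADP production by PI4K2A was quantified luminescently after 1 h at ambient temperature; 100 microM adenosine served as plate-quality control.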
# mIDH1 inhibitor – human IDH1 R132H inhibition. O75874. 390,000 tested, 0.093% active. Potency, µM (doses to about 76.6 µM), for inactives: at the top dose activity change, negative = inhibition, most hits filed as inhibitors. IDH1-R132H enzyme, NADPH consumption, diaphorase/resazurin fluorescence; further: potency means the concentration at half of the fitted maximal effect; on the % scale 0 is the no-effect control and ±100 the full control effect; nearly all actives have a fitted effect of over 65% in size
#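 IDH1-R132H (0.5 ug/mL dispensed) in pH 7.5 Tris buffer was preincubated 30 min with compound, then given a substrate mix of 0.016 mM NADPH and 2 mM alpha-KG for 80 min at room temperature; remaining NADPH was read by diaphorase/resazurin fluorescence.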
# HP1b binding inh – HP1-beta chromodomain-methylated histone interaction inhibition | P83916 | AlphaScreen HP1-beta / biotin-H3K9me3 peptide binding | Potency, µM (highest dose often 114 µM), for the others: at the top dose activity change, negative = inhibition, usual class: inhibitors | 390,000 tested, 0.56% active; further: potency means the concentration at half of the fitted maximal effect; nearly all actives have a fitted effect of over 70% in size; inactives centre near 23
# Target sequence (P83916 whole entry, looked up): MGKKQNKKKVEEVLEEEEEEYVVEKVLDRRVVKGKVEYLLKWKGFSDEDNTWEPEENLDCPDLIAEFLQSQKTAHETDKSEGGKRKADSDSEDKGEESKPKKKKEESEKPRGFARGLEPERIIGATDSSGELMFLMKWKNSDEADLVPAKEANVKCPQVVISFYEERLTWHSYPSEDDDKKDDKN
#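 HP1-beta protein (50 nM final) preincubated 30 min at room temperature with biotinylated H3(1-18)K9me3 peptide (50 nM) in PBS pH 7.4, 0.01% Tween-20, then compound added for 30 min. AlphaScreen streptavidin donor/nickel chelate acceptor beads (10 ug/mL final), 30 min dark, luminescence read.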
# USP1 inh – inhibitors of human USP1/UAF1 deubiquitinase. O94782. 390,000 tested, 0.23% active. Potency, µM (doses to about 57.1 µM), for inactives: top-dose activity change, negative = inhibition, usual class: inhibitors. AID 743255. recombinant USP1/UAF1, Ub-Rhodamine cleavage fluorescence; further: potency means the concentration at half of the fitted maximal effect; on the % scale 0 is the no-effect control and ±100 the full control effect; nearly all actives have a fitted effect of over 60% in size; inactives centre near -12
#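 In this screen, compounds sit with the deubiquitinase complex (1nM) for 15 min at room temperature before Ub-Rho is added at 150nM final. Fluorescence rise is then followed for 6 reads every 60 seconds.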
# GLS inhibitor – glutaminase GLS (human) inhibition. O94925. GLS enzymatic activity, qHTS titration. Potency, µM (top dose mostly 45.5 µM), inactives show at the highest dose activity change, negative = inhibition, actives largely listed as inhibitors. 410,000 tested, 0.21% active; further: potency means the concentration at half of the fitted maximal effect; on the % scale 0 is the no-effect control and ±100 the full control effect
# Target sequence (O94925 whole entry, looked up): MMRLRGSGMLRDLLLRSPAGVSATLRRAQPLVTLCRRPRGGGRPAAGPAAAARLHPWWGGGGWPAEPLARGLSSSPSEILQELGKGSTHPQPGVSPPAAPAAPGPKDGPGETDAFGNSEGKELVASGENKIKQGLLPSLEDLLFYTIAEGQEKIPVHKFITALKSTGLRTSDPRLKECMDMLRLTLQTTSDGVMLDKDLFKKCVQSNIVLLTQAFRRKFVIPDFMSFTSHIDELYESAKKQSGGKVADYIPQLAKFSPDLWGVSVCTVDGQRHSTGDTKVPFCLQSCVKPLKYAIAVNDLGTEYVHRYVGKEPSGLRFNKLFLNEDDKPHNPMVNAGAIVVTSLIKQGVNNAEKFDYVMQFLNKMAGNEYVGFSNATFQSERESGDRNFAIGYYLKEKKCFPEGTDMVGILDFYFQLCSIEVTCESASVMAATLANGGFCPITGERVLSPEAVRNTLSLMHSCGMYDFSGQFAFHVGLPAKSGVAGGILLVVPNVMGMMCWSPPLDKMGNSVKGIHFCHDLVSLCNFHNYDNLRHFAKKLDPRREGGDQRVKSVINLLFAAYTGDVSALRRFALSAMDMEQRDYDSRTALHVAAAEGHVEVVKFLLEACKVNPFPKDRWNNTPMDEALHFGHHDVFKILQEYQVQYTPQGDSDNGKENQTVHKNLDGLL
#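 Enzyme dispensed in phosphate buffer (45 mM, pH 8.2, 0.02% Tween-20), compounds pinned in, then 1 mM L-glutamine solution and the glutamate oxidase–HRP–Amplex Red mix added; fluorescence read immediately and again after 30 min at room temperature.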
# TrxR1 inh – inhibitors of rat thioredoxin reductase 1. O89049. recombinant rTrxR1, NADPH fluorescence consumption, selenite substrate. Potency, µM (titrated, usually from 114 µM), for the others: top-dose activity change, negative = inhibition, usual class: inhibitors. 390,000 tested, 1% active; further: potency means the concentration at half of the fitted maximal effect; on the % scale 0 is the no-effect control and ±100 the full control effect; nearly all actives have a fitted effect of over 65% in size
#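 Rat TrxR1 (90 nM in the dispensed reagent) was pre-reduced with 400 uM NADPH for 5 min at room temperature, then incubated with compound for 15 min. After 400 uM selenite was added, NADPH fluorescence (Ex 340/Em 450 nm) was followed for 8 min.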
# Pin1 inhibitor – blocks the human prolyl isomerase Pin1; Q13526; Pin1 FP peptide displacement, HiFluor488, 10 min; Potency, µM (series often up to 115 µM), for the others: at the top dose activity, negative = inhibition, most hits filed as inhibitors; 390,000 tested, 0.009% active; AID 504891; active means well fitted inhibition curve with a large enough effect in the polarisation, with a control signal flat, not every such curve was filed as active; inconclusive means small, poorly fitted or top-dose-only effect, or effect the other way, or a change in a side signal; inactive means no such curve, though single readings can be large or run the other way; the % refers to the polarisation; further: potency means the concentration at half of the fitted maximal effect; on the % scale 0 is the no-effect control and ±100 the full control effect
# Target sequence (Q13526 whole entry, looked up): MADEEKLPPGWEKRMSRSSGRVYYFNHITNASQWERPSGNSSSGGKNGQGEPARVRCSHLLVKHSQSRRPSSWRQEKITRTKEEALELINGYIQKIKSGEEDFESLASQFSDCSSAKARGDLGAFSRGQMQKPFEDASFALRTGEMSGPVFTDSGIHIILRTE
# Tb PGK inh – T. brucei PGK inhibition; P07378; PGK/GAPDH coupled, Kinase-Glo luminescence, 60 min; Potency, µM (highest dose often 57.5 µM), inactives show top-dose activity change, negative = inhibition, actives largely listed as inhibitors; 380,000 tested, 0.043% active; AID 602233; further: potency means the concentration at half of the fitted maximal effect; on the % scale 0 is the no-effect control and ±100 the full control effect; nearly all actives have a fitted effect of over 60% in size
#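 Recombinant glycosomal PGK reaction used 1,3-bisphosphoglycerate generated in-well by GAPDH (100nM final) in 100mM TEA pH 7.6, 5mM MgCl2, 0.01% Tween-20. After 60 minutes at room temperature, ATP was read by Kinase-Glo Plus luminescence end-point.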
# TrxR1 substrate – is turned over as a substrate by rat TrxR1 | O89049 | purified TrxR1 substrate turnover, NADPH consumption readout | Potency, µM (titrated, usually from 114 µM), for the others: top-dose activity change, negative = substrate turnover | 390,000 tested, 0.01% active | AID 588456; further: potency means the concentration at half of the fitted maximal effect; on the % scale 0 is the no-effect control and ±100 the full control effect; nearly all actives have a fitted effect of over 50% in size
#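 Rat TrxR1, dispensed at 90 nM, was prereduced with 400 uM NADPH (final) for 5 min at ~22 deg C, then incubated with compound 15 min before 400 uM selenite. A first-read NADPH fluorescence drop versus no-compound background flagged substrates.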
# The depositor's hits bear a star; i = inactive; ? = inconclusive; . = no result given; [ ] = remark or other dose. Unless noted, the call rests on the fitted dose curve; in most records, active means well fitted curve in the direction sought with a large enough effect; inconclusive means small, poorly fitted or top-dose-only effect, or another doubt; inactive means no such curve, though single readings can be large; an effect the other way counts as inactive or inconclusive. An excerpt; rates above refer to the full screens.
SMILES,PI4K2A block,mIDH1 inhibitor,HP1b binding inh,USP1 inh,GLS inhibitor,TrxR1 inh,Pin1 inhibitor,Tb PGK inh,TrxR1 substrate
Clc1ccccc1-c1ncc(-c2ccccc2)o1,-6,7%,62%[activator],?,3%,31%,0%,-3%,38%[activator]
O=C(O)CNC(=S)N(Cc1ccccc1)Cc1ccccc1F,0,-2%,45%[activator],-25%,7%,34%,0%,-3%,9%
Cn1c(N)c(S(=O)(=O)N2CCN(c3ccccc3)CC2)c(=O)n(C)c1=O,-2,-6%,37%[activator],-20%,0%,24%,-12%,-7%,1%
O=C(Nc1nccs1)c1cc(-c2ccccc2)nn1-c1ccccc1,-8,7%,-3%,-3%,8%,34%[activator],13%,-6%,20%
CCC(C)c1ccc(S(=O)(=O)N2CCN(C(=O)COc3ccc4c(C)cc(=O)oc4c3)CC2)cc1 (stereo unspecified),-6,-3%,23%,-14%,4%,-7%,5%,2%,17%
COc1ccc(-c2noc(=O)n2Cc2ccccc2Cl)cc1,1,2%,64%[activator],-19%,-9%,16%[57.1 µM],-3%,4%,12%[57.1 µM]
CCOC(=O)C1C(=O)NC(c2ccccc2)=NC1c1cccc(Br)c1 (stereo unspecified),6,-8%,41%[activator],-13%,-1%,36%,-4%,-10%,1%
COc1ccc(C2=C(C)C(=O)N(Cc3ccc(C(=O)Nc4cccc(F)c4)cc3)S2(=O)=O)cc1,1,.,-19%,-19%,-3%,102%[activator][57.1 µM],4%,.,149%[activator][57.1 µM]
CCOC(=O)c1sc(NS(=O)(=O)c2cc(C)ccc2C)nc1C,-3,-1%,16%,-12%,52%[activator],5%,5%,-4%,-3%
COc1ccc([C@@H]2CC(=O)c3c(O)cc(O)cc3O2)cc1O,-4,10%,48%[activator],-30%,5%,11%,3%,-1%,3%
Cc1cc(C(=O)COC(=O)COc2ccc(C#N)cc2)c(C)n1C1CC1,-2,16%,3%,-2%,0%,-4%[57.1 µM],-4%,-8%,3%[57.1 µM]
COc1cc(C(=O)Nc2ccn(C)n2)ccc1OC(F)F,-1,-1%,39%[activator],-9%,-1%,20%,-2%,-6%,-3%
CC(=O)N1c2c(cc(Br)cc2S(=O)(=O)Nc2ccccc2C)CC1C (stereo unspecified),0,8%,24%,-13%,4%,10%,-9%,i,5%[2.29 µM]
O=S(=O)(c1ccccc1F)N1CCN(CC(O)c2ccccc2)CC1 (stereo unspecified),0,20%,33%,-18%,3%,5%,4%,9%,4%
O=C(NNC(=O)c1ccccc1F)c1cccs1,-5,3%,30%,-7%,-8%,5%[57.1 µM],-1%,-9%,-16%[57.1 µM]
CCC(C)c1ccccc1N1CC(C(=O)N2CCN(c3ccccc3)CC2)CC1=O (stereo unspecified),1,4%,7%,-11%,8%,7%,-7%,-2%,2%
CCOC(=O)CN(C(=O)CSc1nnc2c(n1)[nH]c1ccccc12)c1ccccc1,-1,5%,30%,-14%,3%,1%[57.1 µM],-5%,1%,-4%[57.1 µM]
COc1cccc(CNC(=S)Nc2cc(OC)ccc2OC)c1,1,3%,14%,-8%,-24%,13%[57.1 µM],3%,-4%,-1%
C#CCN(C[C@@H]1[C@@H](OC(=O)NCc2ccccc2)[C@@H](OC(=O)NCc2ccccc2)CN(C(=O)OC(C)C)N1C(=O)OC(C)C)S(=O)(=O)c1ccc(C)cc1,23,7%,.,-13%,7%,.,.,-1%,.
COc1cccc(NC(=O)CN(C)C(=O)C(C)Sc2ccccc2)c1 (stereo unspecified),-2,0%,26%,-14%,-2%,-2%,-8%,-7%,-11%
CC1=CC(c2ccc(Cl)cc2)n2nc(N3C(=O)CCC3=O)nc2N1 (stereo unspecified),1,17%,14%,-2%,-1%,?,0%,-10%,524%[activator]
CCc1nn2c(=O)c(S(=O)(=O)Nc3ccc(Br)cc3F)c(C)nc2s1,0,7%,26%,-23%,2%,5%,-1%,-3%,2%
O=C(CSc1cccc2cccc(Cl)c12)NC1=NCCS1,-5,8%,34%,-14%,12%,7%[57.1 µM],6%,4%,5%[57.1 µM]
CCc1nnc(NC(=O)CN2CCC(O)(c3ccccc3OC)CC2)s1,1,3%,16%,-9%,1%,17%,-3%,-8%,10%
Cc1nc(NCCCn2ccnc2)c2oc3ccccc3c2n1,8,7%,34%,-17%,-10%,-9%,-5%,-7%,-2%
Cc1ccc([C@@H]2[C@@H]3C(=O)N(C)C(=O)[C@@H]3[C@]3(Cc4ccccc4)C(=O)N(CCO)CC(=O)N23)o1,-1,13%,49%[activator],?,3%,-2%,0%,-2%,5%
Cc1ccsc1/C=N/NC(=O)c1nnn(-c2nonc2N)c1C,-4,8%,22%,1%,-2%,11%[0.457 µM],4%,3%,-3%
CCOC(=O)N1CCN(Cc2nc3cc(NC(C)=O)ccc3n2C)CC1,4,-1%,0%,?,1%,5%[57.1 µM],-2%,5%,11%[57.1 µM]
CCOC(=O)N1CCN(C(=O)c2ccc3c(c2)ncn3C2CCCC2)CC1,0,1%,29%,-6%,2%,13%,3%,2%,-4%
O=c1nc2n(c3ccc([N+](=O)[O-])cc13)CCCCC2,3,6%,42%[activator],-4%,3%,22%[57.1 µM],3%,-1%,-9%[57.1 µM]

# Three compounds drawn at random from those above:
SMILES,PI4K2A block,mIDH1 inhibitor,HP1b binding inh,USP1 inh,GLS inhibitor,TrxR1 inh,Pin1 inhibitor,Tb PGK inh,TrxR1 substrate
Clc1ccccc1-c1ncc(-c2ccccc2)o1,-6,7%,62%[activator],?,3%,31%,0%,-3%,38%[activator]
CCOC(=O)N1CCN(C(=O)c2ccc3c(c2)ncn3C2CCCC2)CC1,0,1%,29%,-6%,2%,13%,3%,2%,-4%
CCOC(=O)c1sc(NS(=O)(=O)c2cc(C)ccc2C)nc1C,-3,-1%,16%,-12%,52%[activator],5%,5%,-4%,-3%

# (cont.)
SMILES,PI4K2A block,mIDH1 inhibitor,HP1b binding inh,USP1 inh,GLS inhibitor,TrxR1 inh,Pin1 inhibitor,Tb PGK inh,TrxR1 substrate
CC1Cc2ccccc2N1C(=O)CSc1ccccc1 (stereo unspecified),0,6%,52%[activator],-15%,-3%,17%,-7%,-2%,1%
COCCCNCCOCCSc1ccc(Cl)cc1,1,2%,?,-1%,9%,-17%,5%,-1%,-11%
CC(C)Cn1c(SCC(=O)Nc2cc(Cl)c(Cl)cc2Cl)nc(O)cc1=O,4,0%,5%,-21%,-5%,25%,44%[activator],-13%,9%
Cc1ccc(OCC(O)CNC(=O)c2ccccc2C(=O)O)cc1 (stereo unspecified),2,2%,55%[activator],-1%,-2%,-7%,?,-6%,-8%
O=C(COc1ccc(Cl)cc1)OCC(=O)N1CCCc2ccccc21,2,11%,91%[activator],-13%,-4%,-9%,1%,-2%,-11%
CN(C)CCCN(C(=O)CCc1ccccc1)c1nc2ccc(Cl)cc2s1,4,5%,7%,-13%,1%,22%[57.1 µM],?,-9%,9%[57.1 µM]
O=C(O)c1ccccc1C(=O)Nc1ccc(Oc2cccc(C(F)(F)F)c2)nc1,-18,-5%,32%,-13%,4%,18%,-11%,i,0%
O=S(=O)(Cc1ccc(Cl)cc1)N1CCCC1,0,2%,13%,8%,9%,2%,0%,-1%,-6%
COc1ccc(CCNC(=O)CN2C(=O)c3cccc4cccc(c34)C2=O)cc1OC,1,-6%,39%,-21%,-5%,25%,-8%,4%,3%
CCC(=O)Nc1ccc(N2CCN(Cc3ccccc3F)CC2)cc1,7,-2%,14%,-11%,.,-7%,-3%,0%,-6%
CCOC(=O)CCN(C(=O)Nc1ccccc1)C1CCCCC1,1,6%,42%[activator],-2%,-3%,-20%,-1%,i,-11%
CCOC(=O)c1ccc[n+](CC(=O)c2ccc(OC)cc2)c1,-3,0%,11%,-4%,-1%,2%,2%,0%,0%
COc1cc(C(=O)NNC(=O)c2ccco2)cc(OC)c1OC,-2,6%,18%,-6%,25%,14%,-11%,-2%,4%
CC(C)OC(=O)c1ccc(NC(=S)NC(=O)c2cncc(Br)c2)cc1,1,-15%,10%,?,18%,0%,-3%,-3%,-2%
COc1ccccc1C1=CC(=O)C[C@H](c2ccc3c(c2)OCO3)C1,-1,2%,31%,-22%,9%,6%[57.1 µM],3%,-8%,-8%[57.1 µM]
O=C(/C=C/c1ccco1)NCC1COc2ccccc2O1 (stereo unspecified),-3,7%,-2%,-12%,-8%,16µM*,24%,-9%,1%
COc1ccc(NC(=O)CC2SC(=O)NC2=O)cc1 (stereo unspecified),3,6%,64%[activator],-6%,11%,29%[57.1 µM],1%,i,-8%[57.1 µM]
CSc1ccccc1NC(=O)CN(c1ccccc1Br)S(C)(=O)=O,4,2%,36%,-7%,-11%,-7%,-3%,-8%,-7%
CCOC(=O)CN1C(=O)/C(=C/c2ccccc2Br)Oc2ccccc21,2,0%,39%[activator],-21%,7%,6%,-6%,3%,27%
OCC1(CCc2ccccc2)CCCN(CCCC(F)(F)F)C1 (stereo unspecified),1,-7%,49%[activator],3%,1%,2%,0%,5%,-3%
Cc1ccc(OCC(=O)N2CCN(c3nnc(-c4ccc(C)cc4)c4ccccc34)CC2)cc1,2,3%,-3%,-25%,-3%,5%[57.1 µM],19%,-9%,2%[57.1 µM]
Cc1ccccc1NC(=O)c1cccc(N2C(=O)C3C4CC(C(Br)C4Br)C3C2=O)c1 (stereo unspecified),-2,-12%,31%,-28%,5%,25%,1%,10%,3%
Cc1cc(OCc2cc(C(=O)N(C)CCc3cnn(C)c3)no2)cc(C)c1Cl,5,4%,34%,-17%,0%,19%,3%,i,-6%
